GAA glycogen: inhibitors or activators of human alpha-glucosidase glycogen cleavage; 0.38% of 300,000 active; Potency, µM (highest dose often 76.4 µM), for the others: at the top dose activity change, negative = inhibition, usual class: inhibitors; P10253; recombinant GAA, glycogen substrate, Amplex Red glucose oxidase fluorescence; active means well fitted inhibition curve with a large enough effect; inconclusive means small, poorly fitted or top-dose-only effect, or another doubt; inactive means no such curve, though single readings can be large or run the other way;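 further: 0% = full enzyme reaction and -100% = no-enzyme basal signal; the screen sought inhibitors and activators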
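Recombinant enzyme (4 nM final) with compounds titrated up to 77 uM and bovine liver glycogen (30 ug) in citrate pH 5.0, 0.01% Tween-20, 37 C 40 min. Released glucose detected by Amplex Red/glucose oxidase (Ex 573/Em 610); AC50 from Hill fits.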
Active calls of the source: *; [ ] = another dose, or the depositor's remark. Potency means the concentration at half of the fitted maximal effect. This is a subset. The share of hits here may be higher or lower than overall.

Screening O=C(CN(C(=O)CCC(=O)Nc1nccs1)c1ccccc1F)NCc1ccccc1 returned GAA glycogen 2%.
`CC1C=CCC2C(=O)N(c3cccc(C(=O)Nc4ccc(F)cc4)c3)C(=O)C12` (stereo not drawn) gave GAA glycogen -4%[76.3 µM].
Screening CCN1/C(=C2/SC(=S)N(NC(C)=O)C2=O)Sc2ccc(OC)cc21 returned GAA glycogen 16%[76.3 µM].
Screening CC(NC(=O)c1ccccc1C(=O)O)c1ccc(-n2ccnc2)cc1 (stereo not drawn) returned GAA glycogen 0%[76.3 µM].
`O=C(CN(Cc1ccc(F)cc1)C(=O)CCC(=O)Nc1ccccn1)NCCc1ccccc1` gave GAA glycogen -9%.
`COc1ccc(NC(=O)c2csc(C)c2)cc1OC` gave GAA glycogen 5%[76.3 µM].
For Cc1ccc(Cl)cc1N(CC(=O)NC1CCCC1)C(=O)c1csnn1 the results were GAA glycogen -26%.
Cc1ccc(C(C)(C)C)cc1S(=O)(=O)Nc1nc2ccccc2nc1Cl was read as GAA glycogen 1%.
`COc1ccc(C)cc1S(=O)(=O)N(C)CC(=O)NCc1ccccn1` gave GAA glycogen -5%.
`COc1ccc(Cc2nnc(NC(=O)c3ccc(OC)cc3OC)s2)cc1` gave GAA glycogen -2%[76.3 µM].
For CC(C)Sc1nc2ccccc2n2cnnc12 the results were GAA glycogen 2%[76.3 µM].
Screening CC1CN(C(=S)Nc2ccccc2C(F)(F)F)CC(C)O1 (stereo not drawn) returned GAA glycogen 2%[76.3 µM].
COC(=O)c1cc(/C=C/c2ccccc2)[nH]n1 was read as GAA glycogen 24%[76.3 µM].
CCOC(=O)C1(CCOc2ccccc2)CCN(Cc2ccc(O)cc2)CC1 was read as GAA glycogen -15%[76.3 µM].
O=C(COc1ccccc1)N=C1SC2CS(=O)(=O)CC2N1c1ccc(F)cc1F (stereo not drawn) was read as GAA glycogen -3%[76.3 µM].
Screening O=C(N/N=C/c1ccccc1)c1ccc(NC(=O)c2ccc(F)cc2)cc1 returned GAA glycogen -6%.
CC(C)Oc1ccc(C(CC(=O)N2CCOCC2)C(C)C)cc1 (stereo not drawn) was read as GAA glycogen 9%.
For C/C(=N\NC(=O)c1cc(C2CC2)nc2ccccc12)c1ccc(O)cc1O the results were GAA glycogen -27%[76.3 µM].
`O=C(NC1CCCCCC1)C1CCN(C(=O)c2ccc(Br)cc2)CC1` gave GAA glycogen 4%[76.3 µM].
O=c1[nH]c(C2CCN(S(=O)(=O)c3ccc4c(c3)OCCO4)CC2)nc2c1nnn2Cc1ccc(F)cc1 was read as GAA glycogen -8%.
`CSCC(=O)NCC1(N(C)Cc2ccccc2)Cc2ccccc2C1` gave GAA glycogen 8%[76.3 µM].
Screening Cc1ccsc1C(=O)Nc1nccs1 returned GAA glycogen 1%[76.3 µM].
For COc1cc(C(=O)N2CCN(C(=O)c3cc(-c4ccc(Br)cc4)n[nH]3)CC2)cc(OC)c1OC the results were GAA glycogen -1%[76.3 µM].
Screening Cn1ccc(C(=O)N/N=C/c2ccncc2)n1 returned GAA glycogen 1%[76.3 µM].
O=C(O)COCC(=O)N1CCCN(c2nccc(C(F)(F)F)n2)CC1 was read as GAA glycogen 3%.
`O=C1CSCC(=O)N1Cc1ccc(Cl)c(Cl)c1` gave GAA glycogen 3%.
CCc1nc(SCc2ccccc2C#N)n[nH]1 was read as GAA glycogen 0%[76.3 µM].
COc1ccccc1CNC(=O)OCc1nccnc1C(=O)Nc1ccc(Br)cn1 was read as GAA glycogen 0%[76.3 µM].
CSc1ccccc1OCc1cc(C(=O)N(C)Cc2ccc3nsnc3c2)no1 was read as GAA glycogen 0%[76.3 µM].
`O=C(Nc1ccnn1C1CCN(CCCc2ccccc2)CC1)c1ccccc1Cl` gave GAA glycogen -5%[76.3 µM].
For Cc1ccc(C(=O)Nc2ccc3ccccc3n2)cc1 the results were GAA glycogen -3%.
`CC(C)(C)OC(=O)CNC(=O)c1[nH]cnc1C(=O)N[C@@H](Cc1ccccc1)C(=O)OCc1ccccc1` gave GAA glycogen -16%[76.3 µM].
Screening C=CCOc1ccccc1CN1CCC(Oc2ccc(C(=O)N3CCCCC3)cc2)CC1 returned GAA glycogen -2%[76.3 µM].
`C/C(=N\NC(=O)c1c(Cl)cnn1C)c1cccnc1` gave GAA glycogen 5%[76.3 µM].
`COc1ccccc1NC(=O)Nc1cccc(C)n1` gave GAA glycogen 14%[76.3 µM].
For Cc1cccc[n+]1CC(=O)Nc1ccccc1 the results were GAA glycogen 2%[76.3 µM].
Screening S=C(Nc1ccc(Br)cc1)NC1CCN(Cc2ccccc2)CC1 returned GAA glycogen -1%[76.3 µM].
Screening CC(=O)NC(c1ccc(Cl)cc1Cl)c1ccc2cccnc2c1O (stereo not drawn) returned GAA glycogen 15%[76.3 µM].
Cc1ccc(N2N=C(C(=O)O)CCC2=O)cc1Cl was read as GAA glycogen -5%.
O=C(Nc1ccc(N2CCOCC2)c(Cl)c1)c1ccc(S(=O)(=O)N2CCOCC2)cc1 was read as GAA glycogen -3%.
Screening O=C(Nc1ccncc1)Nc1ccc(F)cc1 returned GAA glycogen -2%[76.3 µM].
`CC(C)Cc1nc(SCC(=O)N2CCCCC2)c2c(=O)n(C)c(=O)n(C)c2n1` gave GAA glycogen 2%[76.3 µM].
Screening Cc1ccc(C(=O)CSc2nc(O)cc(=O)[nH]2)cc1C returned GAA glycogen 11%[76.3 µM].
Screening COc1ccc(C(=O)Nc2ccc(NC(=O)c3cccs3)cn2)cc1 returned GAA glycogen 1%[76.3 µM].
O=C(c1cc(-c2cccc(Cl)c2)on1)N1CCN(c2ccc(F)cc2)CC1 was read as GAA glycogen -1%[76.3 µM].
Screening O=C(O)c1cc(S(=O)(=O)NC(CO)C(O)c2ccc([N+](=O)[O-])cc2)ccc1Br (stereo not drawn) returned GAA glycogen -8%[76.3 µM].
Screening O=C(NCCCNC(=O)c1ccccn1)c1cccc(F)c1 returned GAA glycogen -1%.
Screening O=C(NC(=S)NC1CCS(=O)(=O)C1)c1ccccc1F (stereo not drawn) returned GAA glycogen 2%[76.3 µM].
COc1ccc(CN(CC(=O)NCc2ccccc2)C(=O)CCC(=O)Nc2nccs2)cc1 was read as GAA glycogen 8%.
Screening CCCNC(=S)N1CCC(NC(=O)c2cccc(C)c2)CC1 returned GAA glycogen -11%[76.3 µM].
Screening O=[N+]([O-])c1ccc(N(CC2CO2)S(=O)(=O)c2ccccc2)cc1 (stereo not drawn) returned GAA glycogen -3%.
Screening O=S(=O)(c1ccc(S(=O)(=O)N2CCC(O)CC2)cc1)N1CCCC1 returned GAA glycogen 3%.
For COc1ccc(-n2nc(C(=O)NCC(=O)NCc3ccc(F)cc3)c3ccccc3c2=O)cc1 the results were GAA glycogen 0%.
Screening COc1ccc(NC(=O)C2CCCC2)cc1 returned GAA glycogen 11%[76.3 µM].
Screening CC(=O)c1cccc(S(=O)(=O)Nc2cccnc2)c1 returned GAA glycogen 10%[76.3 µM].
`O=C(COc1ccc(-n2cnnn2)cc1)Nc1ccccc1Cl` gave GAA glycogen -2%.
For COc1ccccc1NC(=O)c1ccc2[nH]c(C)c(C)c2c1 the results were GAA glycogen 5%.
Screening O=C(OCc1ccc(F)cc1)c1cc2ccccc2cc1O returned GAA glycogen -6%[76.3 µM].
COc1cc(NC(=O)[C@@H](NC(=O)N2CCn3c2nc2ccccc23)C(C)C)cc(OC)c1 was read as GAA glycogen -17%[76.3 µM].
For Cc1ccc(-c2ccc(/C=N\n3cnnc3)o2)c(Br)c1 the results were GAA glycogen -1%[76.3 µM].
Screening CCOc1ccc(NC(=O)CC2C(=O)N(c3ccc(OCC)cc3)C(=S)N2C2CC2)cc1 (stereo not drawn) returned GAA glycogen -2%[76.3 µM].
Screening COc1ccc(N2C(=O)CC(N3CCN(c4cccc(Cl)c4)CC3)C2=O)cc1 (stereo not drawn) returned GAA glycogen -11%[76.3 µM].
COc1cc(C(=O)NNC(=O)C2CC2)cc(OC)c1OC was read as GAA glycogen 2%[76.3 µM].
For Cc1ccc(OCCn2c(SCCO)nc3c(N)ncnc32)cc1 the results were GAA glycogen 1%.
`COc1ccc(OC)c(C(O)c2nc3ccccc3n2C)c1` (stereo not drawn) gave GAA glycogen 0%[76.3 µM].
For Cc1sc2nc(SCCN(C)C)n(-c3ccccc3)c(=O)c2c1-c1ccc(F)cc1 the results were GAA glycogen 4%.
`CCCCOP(=O)(c1ccc(N(C)C)cc1)C(O)c1ccc(N(C)C)cc1` (stereo not drawn) gave GAA glycogen -1%.
`COc1ccc(C(=O)NCC(=O)N2CCN(c3ccccc3)CC2)cc1` gave GAA glycogen -1%.
`NS(=O)(=O)c1cccc(NC(=O)c2cc(=O)c3ccccc3o2)c1` gave GAA glycogen 10%[76.3 µM].
Screening CC(C)(C)c1ccc2c(c1)N(CC(=O)N1CCCC1)C(=O)CO2 returned GAA glycogen 3%[76.3 µM].
Screening CNC(=O)c1cc(C(=O)c2ccc(Cl)cc2)c(Br)[nH]1 returned GAA glycogen 4%.
`Cc1ccc(C)c(NC(=S)N2CCC(NC(=O)c3ccc(F)cc3)CC2)c1` gave GAA glycogen 3%[76.3 µM].
O=C(COc1ccc(C(=S)N2CCOCC2)cc1)N1CCOCC1 was read as GAA glycogen 2%[76.3 µM].
For COC(=O)CN1C(=O)c2cccc3cccc1c23 the results were GAA glycogen 9%[76.3 µM].
For Cc1ccc(/C=N/NC(=O)c2c(C)nc3ccc(Br)cn23)cc1 the results were GAA glycogen 12%[76.3 µM].
Screening CCc1ccccc1NC(=O)c1ccc(S(=O)(=O)N2CCCC2)cc1 returned GAA glycogen -7%.
For O=C(O)c1cc(NC(=O)c2cccc(C(=O)Nc3cc(C(=O)O)cc(C(=O)O)c3)c2)cc(C(=O)O)c1 the results were GAA glycogen -13%[76.3 µM].
For CSc1ncc(C(=O)Nc2ccccc2)cn1 the results were GAA glycogen -14%[76.3 µM].
Screening O=C(NCc1ccc(F)cc1)Nc1ccccc1 returned GAA glycogen -1%[76.3 µM].
N=c1c(C(=O)NCC2CCCO2)cc2c(=O)n3ccccc3nc2n1Cc1ccccc1Cl (stereo not drawn) was read as GAA glycogen -2%[76.3 µM].

Reprinted from the entries so far, 14 compounds:
`CCCCOP(=O)(c1ccc(N(C)C)cc1)C(O)c1ccc(N(C)C)cc1` (stereo not drawn) gave GAA glycogen -1%.
`COc1ccc(C(=O)NCC(=O)N2CCN(c3ccccc3)CC2)cc1` gave GAA glycogen -1%.
`NS(=O)(=O)c1cccc(NC(=O)c2cc(=O)c3ccccc3o2)c1` gave GAA glycogen 10%[76.3 µM].
Screening CC(C)(C)c1ccc2c(c1)N(CC(=O)N1CCCC1)C(=O)CO2 returned GAA glycogen 3%[76.3 µM].
Screening CNC(=O)c1cc(C(=O)c2ccc(Cl)cc2)c(Br)[nH]1 returned GAA glycogen 4%.
`Cc1ccc(C)c(NC(=S)N2CCC(NC(=O)c3ccc(F)cc3)CC2)c1` gave GAA glycogen 3%[76.3 µM].
O=C(COc1ccc(C(=S)N2CCOCC2)cc1)N1CCOCC1 was read as GAA glycogen 2%[76.3 µM].
For COC(=O)CN1C(=O)c2cccc3cccc1c23 the results were GAA glycogen 9%[76.3 µM].
For Cc1ccc(/C=N/NC(=O)c2c(C)nc3ccc(Br)cn23)cc1 the results were GAA glycogen 12%[76.3 µM].
Screening CCc1ccccc1NC(=O)c1ccc(S(=O)(=O)N2CCCC2)cc1 returned GAA glycogen -7%.
For O=C(O)c1cc(NC(=O)c2cccc(C(=O)Nc3cc(C(=O)O)cc(C(=O)O)c3)c2)cc(C(=O)O)c1 the results were GAA glycogen -13%[76.3 µM].
For CSc1ncc(C(=O)Nc2ccccc2)cn1 the results were GAA glycogen -14%[76.3 µM].
Screening O=C(NCc1ccc(F)cc1)Nc1ccccc1 returned GAA glycogen -1%[76.3 µM].
N=c1c(C(=O)NCC2CCCO2)cc2c(=O)n3ccccc3nc2n1Cc1ccccc1Cl (stereo not drawn) was read as GAA glycogen -2%[76.3 µM].

Continuation.
For CCCCc1c(O)nc(SCC(=O)N2CCCCC2)[nH]c1=O the results were GAA glycogen 10%.
`CC/C(C)=N/Nc1nc2c(c(=O)[nH]c(=O)n2C)n1Cc1ccccc1` gave GAA glycogen inconclusive.
CCOC(=O)c1ccc(NS(=O)(=O)c2cn(C)cn2)cc1 was read as GAA glycogen 4%[76.3 µM].
For Cc1ccccc1C(=O)N1CCC(C(=O)Nc2ccc(C(C)C)cc2)CC1 the results were GAA glycogen 3%[76.3 µM].
`COc1ccccc1CN1CC(=O)N2CSC[C@H]2C1=O` gave GAA glycogen -1%.
For O=C(COc1ccc2c3c(c(=O)oc2c1)CCC3)Nc1ccc(CN2CCOCC2)cc1 the results were GAA glycogen -8%[76.3 µM].
Screening Cc1cccc(NCc2cccc3ccccc23)n1 returned GAA glycogen -2%[76.3 µM].
For COc1ccc(NC(=O)COC(=O)CCCC2=NS(=O)(=O)c3ccccc3N2)cc1Cl the results were GAA glycogen 4%[76.3 µM].
For COc1cc(/C=C(/C#N)C(=O)NC(C)c2ccccc2)cc(OC)c1O (stereo not drawn) the results were GAA glycogen 5%.
For COc1cc2c(=O)n(CC3CCCO3)c(=O)n(CC(=O)Nc3ccccc3)c2cc1OC (stereo not drawn) the results were GAA glycogen -7%[76.3 µM].
`CCN(Cc1ccccc1)S(=O)(=O)c1csc(C(N)=O)c1` gave GAA glycogen -6%[76.3 µM].
`CCOc1cc(C(=O)O/N=C(\N)c2ccccn2)cc(OCC)c1OCC` gave GAA glycogen -23%[76.3 µM].
CCC(C)NC(=O)COCc1cc(-c2ccc3c(c2)OCO3)on1 (stereo not drawn) was read as GAA glycogen -5%.
Screening O=C(N/N=C/c1c(F)c(F)c(F)c(F)c1F)c1cc(-c2ccccc2)nc2ccccc12 returned GAA glycogen 1%.
Screening Cc1cc(C(=O)Nc2ccc(F)cc2F)on1 returned GAA glycogen 4%.
COc1cccc(N2CCN(c3ccc4nnc(CCC(=O)Nc5cc(C)ccn5)n4n3)CC2)c1 was read as GAA glycogen -2%[76.3 µM].
